Compound activity (PubChem)
N370S GC mod: qHTS Assay for Inhibitors and Activators of N370S glucocerebrosidase as a Potential Chaperone Treatment of Gaucher Disease; hit rate 0.092% among 330,000; N370S GC spleen homogenate, 4MU-glucoside fluorescence; Potency, µM (top dose mostly 59.4 µM), inactives show top-dose activity change, negative = inhibition, usual class: inhibitors;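 also: 0% = full enzyme activity and -100% = no enzyme basal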
TDP1 cell noCPT: qHTS for Inhibitors of human tyrosyl-DNA phosphodiesterase 1 (TDP1): qHTS in cells in absence of CPT; DT40 Tdp1-/- hTDP1 cells, no CPT, ATP luminescence, 48 h; Potency, µM (titrated, usually from 46.2 µM), for the others: at the highest dose activity change, negative = growth inhibition, hits mostly inhibitors; hit rate 15% among 420,000; AID 686978, 2013; also: nearly all actives have a fitted effect of over 55% in size
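Seeded 400 DT40-hTDP1 cells/well (vehicle DMSO, no 20 nM CPT); pinned compounds; ≥48 hr at 37 °C; CellTiter-Glo luminescence as viability measure.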
TDP1 inh: qHTS Assay for Inhibitors of Tyrosyl-DNA Phosphodiesterase (TDP1) | Potency, µM (top dose mostly 130 µM), for the others: top-dose activity change, negative = inhibition, actives largely listed as inhibitors | hit rate 0.28% among 350,000 | recombinant TDP1, AlphaScreen DNA substrate cleavage; also: nearly all actives have a fitted effect of over 40% in size
Target sequence (Q9NUW8 whole entry, looked up): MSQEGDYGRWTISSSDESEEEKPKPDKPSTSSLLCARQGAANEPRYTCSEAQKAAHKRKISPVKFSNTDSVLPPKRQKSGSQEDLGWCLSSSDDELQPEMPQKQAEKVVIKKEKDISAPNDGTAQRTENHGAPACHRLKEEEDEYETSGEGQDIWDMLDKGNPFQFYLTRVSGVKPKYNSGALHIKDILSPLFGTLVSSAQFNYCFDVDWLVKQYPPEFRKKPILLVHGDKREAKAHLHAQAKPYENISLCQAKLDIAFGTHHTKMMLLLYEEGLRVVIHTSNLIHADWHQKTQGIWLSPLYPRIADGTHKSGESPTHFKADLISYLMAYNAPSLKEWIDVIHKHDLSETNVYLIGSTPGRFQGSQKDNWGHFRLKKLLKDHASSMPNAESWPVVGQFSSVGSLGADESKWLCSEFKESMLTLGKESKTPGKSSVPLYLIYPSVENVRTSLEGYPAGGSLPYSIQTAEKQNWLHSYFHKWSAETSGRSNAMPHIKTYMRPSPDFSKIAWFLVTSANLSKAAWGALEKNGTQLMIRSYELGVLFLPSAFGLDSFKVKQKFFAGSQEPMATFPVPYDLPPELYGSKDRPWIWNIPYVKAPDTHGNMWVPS
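Here, a 5' biotin and 3' phosphotyrosine-FITC DNA oligonucleotide reports Tdp1 activity: intact substrate bridges AlphaScreen beads, while cleavage leaves a 3' phosphate and drops signal. All incubations at room temperature.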
Active calls of the source: *; ? = inconclusive; . = not tested or not shown; [ ] = dose if it differs, or a comment. Calls follow the shape of the dose curve; as a rule, active = well fitted curve in the direction sought with a large enough effect; inconclusive = small, poorly fitted or top-dose-only effect, or another doubt; inactive = no such curve, though single readings can be large; an effect the other way counts as inactive or inconclusive. Unless noted, % is scaled to controls: 0 for no effect and ±100 for the full control effect; potency is read from the fitted curve at half-maximal effect. An excerpt; the hit share may differ from the screen's.

canonical_smiles | N370S GC mod | TDP1 cell noCPT | TDP1 inh
Cc1ccc(S(=O)(=O)N2CCC(=O)N(C(COCc3ccc(Cl)c(Cl)c3)Cc3ccccc3)CC2)cc1 (stereo not drawn) | 11% | 23µM* | 1%
Cc1[nH]c2c(Cl)cccc2c1CCNC(=O)C1CCCCC1C(=O)OCC(F)(F)F (stereo not drawn) | 24% | -26% | 8%
O=C(CCCN1C(=O)c2ccccc2C1=O)NCCC1=CCCCC1 | 20% | -29% | 0%
Cc1cccc(NC(=O)CCC(=O)N/N=C/c2cccnc2)c1 | 4% | 11% | 4%
CCCc1nn(C(=O)c2ccccc2)c2c1C(=O)CC(C)(C)C2 | -1% | -17% | -1%
COc1cc(C(=O)NCCC(=O)NCCCN2CCCCC2)cc(OC)c1OC | 5% | -13% | 0%
CCN(Cc1ccccc1)Cc1c(O)ccc2oc(C)c(C(=O)Nc3ccc(C)cc3C)c12 | . | 7.3µM* | 7%
COc1ccc(NC(=O)N2CCc3ccccc32)cc1 | ? | ? | 1%
COCc1nc2ccccc2n1CCOc1ccccc1OC | -24% | -18% | 4%
COC(=O)c1nn(-c2ccc(OC)cc2)ccc1=O | -4% | 0% | .
CCOc1ccccc1NC1=CC(=O)CC(c2ccccc2)C1 (stereo not drawn) | 10% | 13µM* | 6%
O=C(NCCCN1CCC(Cc2ccccc2)CC1)C1CCN(S(=O)(=O)N2CCOCC2)CC1 | 1% | -25% | -1%
Cc1ccc(N(CC(=O)NC2CCCC2)C(=O)CCC(=O)Nc2nccs2)c(C)c1 | -9% | ? | .
CCN1CCN(C(c2cccc(F)c2)c2c(O)cc(C)n(Cc3ccco3)c2=O)CC1 (stereo not drawn) | . | 4% | 5%
CCOc1ccc(NC(=O)C(Cc2ccccc2)NS(=O)(=O)c2ccc3c(c2)oc(=O)n3C)cc1 (stereo not drawn) | . | -9% | 3%
O=C(Cc1ccc([N+](=O)[O-])cc1)Nc1ccc(Cl)cc1 | 4% | ? | 5%
CCCn1cccc(C(=O)Nc2ccc(OC)cc2)c1=O | 11% | -17% | .
COc1cc(NS(=O)(=O)c2ccc3c(c2)CCCN3C(C)=O)cc(OC)c1OC | . | 9.2µM* | 2%
COC(=O)C1CCN(C(c2ccccc2Cl)c2sc3nc(-c4ccco4)nn3c2O)CC1 (stereo not drawn) | . | -10% | 0%
CN(C(=O)CSc1nnc(-c2n[nH]c3ccccc23)o1)c1ccccc1 | 5% | ? | 2%

The list goes on:
canonical_smiles | N370S GC mod | TDP1 cell noCPT | TDP1 inh
CC(C)NS(=O)(=O)c1ccc(NC(=S)NC(=O)c2cccc([N+](=O)[O-])c2)cc1 | 2% | -9% | 5%
CCCCc1ncc(CN2CCN(Cc3ccc(C)cc3)C(CCO)C2)[nH]1 (stereo not drawn) | -4% | -20% | 8%
Cc1ccc(NC(=O)NC(=O)CN2CCCC2c2ccc3c(c2)OCCO3)cc1C (stereo not drawn) | . | ? | 2%
C#CCOCCOCCOCCNc1nc(N2CCN(C(=O)[C@H](CCCCN)n3cc([C@@H](N)CO)nn3)CC2)nc(N2CCN(C(=O)[C@H](Cc3cc4ccccc4[nH]3)n3cc([C@@H](N)CC(C)C)nn3)CC2)n1 | 2% | . | 6%
CCN1C(=O)C(=O)N(CC(=O)N2CCC(C)Sc3ccccc32)C1=O (stereo not drawn) | . | -2% | 0%
CC(=O)Nc1ccc2c(c1)CCc1ccccc1-2 | 2% | -2% | .
CCc1nnc(NC(=O)c2c(C)nn(-c3ccccc3)c2Cl)s1 | 9% | -20% | 1%
COCC(C)NCc1ccc(OC)c(Br)c1 (stereo not drawn) | -1% | -2% | .
COc1ccccc1NS(=O)(=O)c1cccc(C(=O)N2CCN(C(=O)c3ccco3)CC2)c1 | . | 8% | 0%
Cc1ccc2nc(CN3CCN(S(=O)(=O)c4ccc(C)c(C)c4)CC3)oc2c1 | . | -19% | -6%
CC(C)C(NC(=O)OCc1ccccc1)C(=O)OCC(=O)NC1CC1 (stereo not drawn) | 0% | -8% | 2%
O=C(NCc1ccc(OC(F)(F)F)cc1)C1CCC(=O)N(C2CC2)C1 (stereo not drawn) | -3% | -27% | 1%
O=S(=O)(c1cccc(Cl)c1Cl)N1CCN(C(=S)NCCCN2CCOCC2)CC1 | -12% | 21µM* | ?
CCC(=O)N1CCN(c2ccc(NC(=S)NC(=O)C(C)C)cc2)CC1 | -12% | 11% | 0%
O=C1c2ccncc2C(=O)N1CNc1ccc(Cl)cc1 | 9% | -21% | -6%
O=C(c1ccc(F)cc1)N1CCC(N2CCOCC2)CC1 | 12% | 0% | -3%
CCCNC(=O)c1cc2ccccc2c(=O)o1 | 16% | -17% | 5%
NS(=O)(=O)c1ccc(CNC(=O)CNC(=O)c2ccc(Br)o2)cc1 | -2% | -2% | 0%
CNC(=S)Nc1ccc(OC(F)(F)F)cc1 | 7% | 13% | 3%
CC1Cc2ccccc2N1CC(=O)NC(=O)NC(C)(C)C (stereo not drawn) | 9% | 7% | 6%

Remaining list, next part:
canonical_smiles | N370S GC mod | TDP1 cell noCPT | TDP1 inh
CC(=O)N1CCC2(CC1)C(C#N)=C(N)Oc1n[nH]c(C)c12 | 3% | -6% | 2%
O=C1CCc2cc(S(=O)(=O)N3CCC(C(=O)NCCC4=CCCCC4)CC3)ccc2N1 | 0% | -9% | 3%
COc1ccc(C(C(=O)NC(C)(C)C)N(C(=O)CCC(=O)Nc2cc(C)on2)c2ccc3c(c2)OCCO3)cc1 (stereo not drawn) | -7% | ? | -2%[0.0935 µM]
Cc1ccc(CC(=O)NC2CCSC2=O)cc1 (stereo not drawn) | -1% | 2% | 0%
COc1cc(CNCCc2ccccc2)ccc1OCC(=O)NC(C)(C)C | 8% | -1% | -2%
COc1ccc(NC(C)=O)c(C)c1 | 0% | -1% | -3%
CCOC(=O)C1=CN2CCC[C@H]2CC1=O | . | 3% | 0%
COc1ccc(-c2cn3c(C)c(C(=O)Nc4cccc(C)n4)sc3n2)cc1 | -12% | 23µM* | 8%
CCOc1ccccc1Nc1ncnc2c1c(-c1ccccc1)cn2-c1ccc(OC)cc1 | . | ? | 5%
Cc1noc(-c2ccc(-c3noc(-c4ccc(C(F)(F)F)cc4)n3)cc2)n1 | . | -7% | -1%
Cn1c(=O)c2c(nc(CN3CCN(C(=O)c4ccco4)CC3)n2CCCc2ccccc2)n(C)c1=O | 1% | 21µM* | -1%
CC(C)(C)NC(=O)NC(=O)CSc1ncc(C(F)(F)F)cc1Cl | 5% | -27% | 0%
CSc1nnnn1-c1ccc(Cl)cc1 | 2% | 3% | 5%
COC(=O)c1ccc(C)c(NS(=O)(=O)c2ccc(OC)cc2)c1 | -1% | 0.23µM* | 4%
CC1(CCc2ccccc2)NC(=O)N(Cc2nnc(-c3ccccc3Br)o2)C1=O (stereo not drawn) | 2% | ? | 4%
CCC(C(=O)Oc1c(C(C)C)cccc1C(C)C)c1ccccc1 (stereo not drawn) | . | -21% | -14%
CC(=O)Nc1ccc(N/C=C/C(=O)c2ccco2)cc1 | 13% | -3% | -7%
COc1ccc(C2=NOC(C(=O)Nc3c(C)n(C)n(-c4ccccc4)c3=O)C2)cc1OC (stereo not drawn) | -1% | 4% | -1%
NC(=O)CNC(=O)[C@@H]1CC2(CC(c3ccc(Cl)cc3)=NO2)CN1C(=O)c1ccccc1 (stereo partly drawn) | 7%[12.8 µM] | -4% | -7%
Cc1ccc(C(=O)NCc2ccncc2)cc1S(=O)(=O)N1CCCCC1 | -4% | -18% | 2%

Further entries.
canonical_smiles | N370S GC mod | TDP1 cell noCPT | TDP1 inh
COC(=O)C1CCN(C(=O)COC(=O)c2cc(-c3cccs3)nn2-c2ccccc2)CC1 | -4% | -16% | .
COC(=O)c1nnc(-c2ccccc2)nc1OC | 21% | 2% | -6%
COc1cccc(C2=Nn3c(nnc3-c3cc(OC)cc(OC)c3)SC2)c1 | 12% | . | 7%
COCc1ccc(C(=O)N2CCCC(N3CCN(c4ccc(F)cc4)CC3)C2)o1 (stereo not drawn) | -8% | ? | 3%
Cc1[nH]c2ccccc2c1C(=O)C(=O)NCCc1ccc(S(N)(=O)=O)cc1 | 1% | -4% | 4%
CCN(CC)S(=O)(=O)c1ccc(NC(=O)COC(=O)CNS(=O)(=O)/C=C/c2ccccc2)cc1 | 16% | ? | 7%
COc1ccc(/C=C/C(=O)NCc2cccnc2)cc1 | -16% | -12% | 5%
COc1cc(C(=O)Nc2ccccc2C(=O)Nc2ccccn2)cc(OC)c1OC | -1% | 3.3µM* | 0%
CCN(CC(=O)Nc1c(F)cccc1F)C(=O)c1ccc2c(c1)NC(=O)C(C)S2 (stereo not drawn) | -9% | -21% | .
CCCn1c(=O)c(C(=O)Nc2ccccc2)c(O)c2ccccc21 | -6% | ? | 3%
CCc1ccc(N2CC(C(=O)OCC(=O)NC3CC3)CC2=O)cc1 (stereo not drawn) | . | -29% | 0%
COC(=O)N/N=C/c1ccc(-c2ccc(Cl)c(Cl)c2)o1 | 6% | ? | -7%
CCOc1ccccc1N1C(=O)c2ccc(S(=O)(=O)c3ccc(C(=O)O)cc3)cc2C1=O | -10% | 1% | 12%
CC(C)(C)N(NC(=O)Nc1ccc(Cl)cc1)C(=O)c1ccccc1 | -27% | ? | 0%
Cc1ccc(NC(=O)CSCc2cc(=O)n3nc(C4CC4)sc3n2)cc1 | 3% | ? | 1%
Cc1ccc(S(=O)(=O)c2c(N)n(CCN3CCOCC3)c3nc4ccccc4nc23)cc1C | 6% | -4% | 6%
CCOC(=O)C1CCN(C(=O)c2cc3c(=O)n4cccc(C)c4nc3s2)CC1 | ? | ? | -9%
Cc1[nH]c2ccccc2c1CCNC(=O)c1c(N)no[n+]1[O-] | -21% | -16% | 3%
Cc1cc(CN2CCN(CC(=O)Nc3cc(Cl)ccc3-n3cncn3)CC2)no1 | 4% | -22% | -1%
Cc1ccnc(NC(=O)CNC(=O)c2ccc(C)s2)c1 | 4% | 5% | 0%

Later entries.
canonical_smiles | N370S GC mod | TDP1 cell noCPT | TDP1 inh
CCN(C(=O)CSc1nnc(Cc2cccc3ccccc23)n1N)C1CCS(=O)(=O)C1 (stereo not drawn) | -28% | -14% | 6%
CCCC(c1nnnn1CCC(C)C)N1CCC(C(N)=O)CC1 (stereo not drawn) | -23% | 0% | 6%
O=C(N/N=C/c1ccc2c(c1)OCO2)c1cccc(NC(=O)c2ccccc2Cl)c1 | -12% | 8.2µM* | 11%
COc1ccc(C(CNC(=S)NCc2ccccc2)N2CCCC2)cc1 (stereo not drawn) | 0% | -29% | 4%
COc1ccc(CNc2ccc(S(N)(=O)=O)cc2)cc1 | 0% | ? | 0%
COc1cccc(/C=C/C(=O)OCC(=O)c2ccc(S(=O)(=O)N3CCCCC3)cc2)c1OC | 3% | ? | -1%
CCc1nnc(NC(=O)C2CCN(S(=O)(=O)c3ccc(C)cc3)CC2)s1 | -3% | -6% | 3%
O=C(OC1CCOC1=O)c1ccc(N2CCCC2)c([N+](=O)[O-])c1 (stereo not drawn) | 0% | -2% | 2%
CCCc1n[nH]c2c1/C(=N\OCC)CC(C)(C)C2 | 11% | -1% | 3%
CCc1cc2c(=O)c(-c3nc4ccccc4n3C)coc2c(CN2CCC(C)CC2)c1O | 3% | 6.5µM* | .

By substructure: the entries above with a Cl atom
canonical_smiles | N370S GC mod | TDP1 cell noCPT | TDP1 inh
Cc1ccc(S(=O)(=O)N2CCC(=O)N(C(COCc3ccc(Cl)c(Cl)c3)Cc3ccccc3)CC2)cc1 (stereo not drawn) | 11% | 23µM* | 1%
Cc1[nH]c2c(Cl)cccc2c1CCNC(=O)C1CCCCC1C(=O)OCC(F)(F)F (stereo not drawn) | 24% | -26% | 8%
O=C(Cc1ccc([N+](=O)[O-])cc1)Nc1ccc(Cl)cc1 | 4% | ? | 5%
COC(=O)C1CCN(C(c2ccccc2Cl)c2sc3nc(-c4ccco4)nn3c2O)CC1 (stereo not drawn) | . | -10% | 0%
CCc1nnc(NC(=O)c2c(C)nn(-c3ccccc3)c2Cl)s1 | 9% | -20% | 1%
O=S(=O)(c1cccc(Cl)c1Cl)N1CCN(C(=S)NCCCN2CCOCC2)CC1 | -12% | 21µM* | ?
O=C1c2ccncc2C(=O)N1CNc1ccc(Cl)cc1 | 9% | -21% | -6%
CC(C)(C)NC(=O)NC(=O)CSc1ncc(C(F)(F)F)cc1Cl | 5% | -27% | 0%
CSc1nnnn1-c1ccc(Cl)cc1 | 2% | 3% | 5%
NC(=O)CNC(=O)[C@@H]1CC2(CC(c3ccc(Cl)cc3)=NO2)CN1C(=O)c1ccccc1 (stereo partly drawn) | 7%[12.8 µM] | -4% | -7%
COC(=O)N/N=C/c1ccc(-c2ccc(Cl)c(Cl)c2)o1 | 6% | ? | -7%
CC(C)(C)N(NC(=O)Nc1ccc(Cl)cc1)C(=O)c1ccccc1 | -27% | ? | 0%
Cc1cc(CN2CCN(CC(=O)Nc3cc(Cl)ccc3-n3cncn3)CC2)no1 | 4% | -22% | -1%
O=C(N/N=C/c1ccc2c(c1)OCO2)c1cccc(NC(=O)c2ccccc2Cl)c1 | -12% | 8.2µM* | 11%
